HIF-2a inh – blocks HIF-2a reporter activity; 786-0 RCC cells HIF-2a reporter, luciferase luminescence, overnight; inhibition, % at 18.8 µM; 360,000 tested, 0.72% active;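 active = inhibition of the luminescence signal of 40% or more relative to plate controls, in a single-dose primary screen at 18.75 µM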
PDI turbidity – PDI (human) enzyme inhibition. inhibition, % at 10 µM. PDI insulin aggregation turbidity, A650, 90 min. P07237. 350,000 tested, 0.052% active;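 active = mean inhibition across replicates of 30% or more, whatever share of single replicates reach that level; inconclusive = mean inhibition below 30% while every single replicate reaches 30%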;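 note: absorbance from insulin aggregation driven by PDI reduction with DTT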
Target sequence (P07237 whole entry, looked up): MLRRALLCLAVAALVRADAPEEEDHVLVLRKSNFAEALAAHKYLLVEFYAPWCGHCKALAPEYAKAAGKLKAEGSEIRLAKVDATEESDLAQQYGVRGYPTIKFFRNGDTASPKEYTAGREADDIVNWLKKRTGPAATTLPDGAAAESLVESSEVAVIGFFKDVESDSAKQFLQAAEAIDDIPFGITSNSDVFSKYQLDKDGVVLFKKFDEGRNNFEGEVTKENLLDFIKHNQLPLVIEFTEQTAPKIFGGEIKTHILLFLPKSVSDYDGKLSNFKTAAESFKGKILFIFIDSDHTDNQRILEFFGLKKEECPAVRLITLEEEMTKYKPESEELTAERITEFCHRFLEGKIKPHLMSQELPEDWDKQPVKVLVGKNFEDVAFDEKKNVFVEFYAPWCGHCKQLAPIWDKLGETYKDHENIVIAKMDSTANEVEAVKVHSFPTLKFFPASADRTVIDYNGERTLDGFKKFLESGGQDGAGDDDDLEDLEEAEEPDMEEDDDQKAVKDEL
Vif inh – inhibitors of HIV Vif | 340,000 tested, 0.35% active | AID 602346 | inhibition, % at 7.49 µM | HEK293T cells, Vif self-association by quenched fluorescence, imaging, 24 h; in the data active = inhibition above about 50%, passing the limit was not always enough; inconclusive = no clear call, values can overlap the other calls; inactive = below about 31%; note: some results filed as inactive read as strong as hits
NR2E3 ag-1 – NR2E3 (human) agonism; Q9Y5X4; GST-NR2E3/biotin-RetCOR TR-FRET, 1536-well; inhibition of corepressor binding, % at 4.78 µM; 320,000 tested, 0.12% active; AID 2300;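 active = percent inhibition above the cutoff of mean plus 3 SD of all tested compounds, set per screening campaign, cut at about 20% in these data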;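 note: 0% = DMSO wells and 100% = biotin wells as full block of FRET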
Target sequence (Q9Y5X4 whole entry, looked up): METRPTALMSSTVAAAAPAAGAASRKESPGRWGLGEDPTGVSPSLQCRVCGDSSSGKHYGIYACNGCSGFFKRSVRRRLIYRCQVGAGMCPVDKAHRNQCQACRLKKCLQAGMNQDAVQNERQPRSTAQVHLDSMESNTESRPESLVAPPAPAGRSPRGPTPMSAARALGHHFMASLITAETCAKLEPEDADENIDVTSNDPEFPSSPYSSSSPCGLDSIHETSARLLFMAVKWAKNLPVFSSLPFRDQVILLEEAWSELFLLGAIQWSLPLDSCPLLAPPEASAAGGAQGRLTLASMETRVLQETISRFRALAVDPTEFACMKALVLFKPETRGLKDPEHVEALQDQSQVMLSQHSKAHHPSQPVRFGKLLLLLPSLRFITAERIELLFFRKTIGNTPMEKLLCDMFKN
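System: GST-NR2E3 and biotin-RetCOR proteins; probe or stimulus: 7 nM biotin-RetCOR; doses: compound at 4.8 µM, single dose; schedule: Compound–protein incubation for 5 h at 4 °C; detection: time-resolved FRET; read-out: percent inhibition; controls: biotin wells as high control, 0.6% DMSO wells as low control; format: 1536-well plates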
Shn3 inh set2 – inhibitors of Schnurri-3 3'UTR reporter in osteoblasts; Clone20 osteoblast Shn3 3'UTR firefly luciferase, 24 h; inhibition, % at 12.5 µM; 360,000 tested, 0.52% active; AID 588674;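 active = mean inhibition of at least 75% with every replicate also reaching 75%; inconclusive = mean inhibition at least 75% but some replicate below; inactive = mean inhibition below 75%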;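 note: 0% = median of neutral control wells and 100% = pilot-screen positive control compound; some compounds past the cut are filed as inactive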
CF NFkB inh – inhibitors of cystic fibrosis induced NF-kB | KKLEB NF-kB-GFP reporter, PAF-induced, GFP fluorescence overnight | inhibition, % at 5 µM | 360,000 tested, 0.86% active | AID 588850;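 active = at least 50% inhibition at 5 µM, scaled per plate between neutral and stimulator controls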;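 note: PAF is a Pseudomonas aeruginosa culture filtrate used as stimulus; plate controls were PAF-stimulated DMSO wells for no effect and unstimulated DMSO wells for full effect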
MITF TRPM1 inh – reduces MITF-dependent TRPM1 promoter luciferase signal; SK-MEL-5 TRPM1 promoter luciferase, 24 h; inhibition, % at 12.5 µM; 330,000 tested, 0.83% active; AID 488899;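 active = mean inhibition across replicates of 60% or more, whatever share of single replicates reaches that level; inconclusive = some that reach 60%, reason not given; inactive = mean inhibition across replicates below 60%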; note: values of inactives mirror those of a sister screen read the other way
NR2E3 ag-2 – agonists of human NR2E3 nuclear receptor. inhibition of corepressor binding, % at 3.98 µM. AID 602229. 360,000 tested, 0.35% active. CHO-S Gal4-NCOR/VP16-NR2E3 two-hybrid, luciferase. Q9Y5X4;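 active = inhibition above the mean of all tested compounds plus 3 SD, cut at about 70% in these data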;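 note: 0% = DMSO with NR2E3 transfected cells and 100% = cells lacking NR2E3 construct; higher means lower luciferase signal from less NR2E3 corepressor binding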
Peg3 prom inh – inhibitors of Peg3 promoter; 360,000 tested, 1.7% active; inhibition, % at 20 µM; HeLa PEG-Prom luciferase reporter, luminescence, overnight; AID 588405;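 active = inhibition of at least 50% at 20 µM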
CaV13 ICDI inh – Disruptors of the CACNA1D IQ motif to Ca2+-dependent inactivation inhibitor domain association, primary screening, Förster resonance energy transfer in intact living … | 340,000 tested, 0.098% active | inhibition, % at 12.3 µM | HEK cells, CFP/YFP FRET ICDI-IQ, plate reader, 10 min; percent FRET-ratio fall versus neutral wells;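 active = mean replicate inhibition of at least 30% and at least 1% of replicates passing that level; inconclusive = only one of the two criteria is met; inactive = neither criterion is met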;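 note: 0% = median of the neutral control wells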
KKLEB cytotox – CF airway cell cytotoxicity counter-screen; KKLEB CF airway cells viability, ATPlite luminescence, overnight; active compounds read low; cells stimulated with P. aeruginosa culture filtrate; activity change (cytotoxicity), % at 5 µM; 360,000 tested, 0.36% active;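 active = corrected activity change at or below -50% at 5 µM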
The depositor's hits bear a star; ? = inconclusive; . = no result given.

SMILES	HIF-2a inh	PDI turbidity	Vif inh	NR2E3 ag-1	Shn3 inh set2	CF NFkB inh	MITF TRPM1 inh	NR2E3 ag-2	Peg3 prom inh	CaV13 ICDI inh	KKLEB cytotox
NC(=S)c1ccc[n+]([O-])c1	0	4	-6	.	0	2	-1	8	5	-5	-4
CC(NC(=O)c1ccco1)c1nc(-c2ccc(C(C)(C)C)cc2)no1 (stereo not drawn)	-59	-7	5	-3	34	-19	-39	-7	-49	-3	4
COCCCNC(=O)CC(NS(=O)(=O)c1ccc(F)cc1)c1ccc(OC)cc1 (stereo not drawn)	4	-4	16	4	6	-19	-6	-14	-2	-7	6
O=C(Nc1ccc(OC(F)(F)F)cc1)C1CCCN(S(=O)(=O)c2cnc[nH]2)C1 (stereo not drawn)	0	3	-8	-2	-1	24	7	-10	-8	.	-11
C[C@@H](C(=O)OCC(=O)Nc1cc(S(=O)(=O)N2CCOCC2)ccc1Cl)N1C(=O)C2CCCCC2C1=O (stereo partly drawn)	5	0	-5	1	8	11	-6	36	2	-4	4
COc1ccccc1C(=O)NCCC(=O)NNC(=O)C1COc2ccccc2O1 (stereo not drawn)	-2	0	-2	-8	-3	2	3	6	-5	-6	10
CCN(CC)CCNC(=O)c1ccc(Sc2ccc(C)cc2)c(NC(C)=O)c1	14	1	0	-7	-2	-18	8	-7	2	-6	-1
OCc1ccc(O)c2ncccc12	3	-2	29	2	82	19	?	7	27	-7	-2
O=C(NNC(=S)NC(=O)c1sc2ccccc2c1Cl)c1ccc(Cl)cc1	-95	0	0	4	-41	76*	31	-58	-23	-10	-65*
COc1ccccc1N(CC(O)COc1c(C)cc(C)cc1C)S(=O)(=O)c1ccccc1 (stereo not drawn)	25	5	-13	1	23	1	3	-42	21	-5	0
O=C(CSc1nc(=O)n(CCCN2CCOCC2)c2c1CCCC2)Nc1ccc(F)cc1	11	-2	-9	3	-27	11	-3	-1	-1	-6	-5
NC(=O)CC(NC(=O)c1ccccc1)c1ccc(NCCOc2ccccc2)c([N+](=O)[O-])c1 (stereo not drawn)	-39	0	.	-3	17	-34	-8	1	-10	-6	-19
CC[C@@H](C)[C@@H]1CN([C@@H](C)CN2CCC[C@H]2CN2C(N)=NC[C@H]2C(C)C)C(=N)N1CCc1ccc(Cl)c(Cl)c1	-6	8	.	.	-16	-21	-4	-2	6	-6	8
CCC1(COC(=O)Nc2cccc(Cl)c2)COC1	-88	17	-2	1	-26	-1	-30	-46	-84	-4	-4
Cc1cc(C(=O)Nn2cnnc2)ccc1[N+](=O)[O-]	19	-3	-5	0	-10	-4	8	-16	12	0	4
COC(=O)CSc1nnc(CNC(=O)c2cc(OC)c(OC)c(OC)c2)n1C	7	0	7	7	9	2	-3	10	18	-4	6
Cc1ccc(NC(=O)COC(=O)c2ccn(C)n2)cc1	-15	-10	-3	4	3	15	9	1	3	-9	-7
Cc1cc(C)c(OCC(=O)Nc2ccc(NC(=O)c3ccco3)cc2)c([N+](=O)[O-])c1	1	17	-3	0	12	6	-6	-6	28	-15	4
O=C(CCc1c[nH]c2ccccc12)OCc1cccc(C(F)(F)F)c1	9	-3	-2	4	-3	-20	0	-21	4	-6	8
CCC(C)NC(=O)Nc1ccc(Br)cc1Cl (stereo not drawn)	-63	2	-4	2	-8	-2	-14	-11	-33	-5	-5
COCC1CCCN(Cc2nc(Cc3ccccc3)no2)C1 (stereo not drawn)	3	-11	4	-2	6	-5	-2	6	-3	-6	5
CCN(CC)S(=O)(=O)c1ccc(/C=C/C(=O)Nc2ccccc2N2CCOCC2)cc1	14	5	.	1	19	-20	6	5	18	-16	6
NS(=O)(=O)c1ccc(CCNC(=O)Cc2ccc(S(=O)(=O)N3CCCC3)s2)cc1	18	1	-4	-1	-33	-13	4	18	5	-6	-4
O=C(NCCO)C1CCN(C(=O)c2ccc(-c3ccccc3)cc2)CC1	18	4	-1	-4	-8	24	-6	13	-3	3	-1
Cc1c(OCc2ccccc2)c(=O)ccn1Cc1ccc(Cl)cc1	24	3	-8	-1	-2	8	-8	-33	25	.	-11
N#Cc1c(-c2ccc(Cl)cc2)cc(-c2cccs2)nc1SCC(=O)O	14	13	-13	3	-4	-7	13	25	24	-3	6
COC(=O)COc1ccc(S(=O)(=O)Nc2ccc3c(c2)OCO3)cc1Cl	23	0	3	-1	4	-24	5	8	-2	.	2
O=C(OCCn1cncn1)c1cc2ccccc2oc1=O	7	7	-1	3	-6	-6	4	-30	4	.	10
Cc1ccccc1NC(=O)NCC1CCCO1 (stereo not drawn)	3	-1	16	2	-23	6	-14	9	4	.	-2
C/C(Cl)=C/CSc1nn2c(=O)c3ccccc3nc2s1	-255	1	14	1	-75	-8	-93	-158	-342	-6	4
O=C(C1CCCO1)N1CCN(C(=S)Nc2cccc(F)c2)CC1 (stereo not drawn)	9	-7	-3	-3	21	-12	4	-14	2	-6	19
O=C(NC1CCCC1)[C@@H]1CSC2c3ccccc3C(=O)N21 (stereo partly drawn)	-5	-4	9	-2	1	11	-8	-9	-1	-7	6
CCCCn1c(SCC(=O)NCc2ccccc2)nc2ccc(N3CCOCC3)cc2c1=O	6	3	-2	0	2	-4	2	-22	16	-3	10
COc1ccc(S(=O)(=O)N2CCN(c3ncccn3)CC2)cc1OC	11	-2	-3	-4	0	4	2	13	26	-13	1
N#Cc1ccc(NC(=S)Nc2ccccc2)cc1	-19	-3	3	1	-12	-9	-6	2	-23	-5	5
O=C(Nc1ccnn1C1CCN(C(=O)c2cccc(C(F)(F)F)c2)CC1)C1CC1	-5	-2	-2	.	6	-12	-4	22	19	-6	-6
CCCCCc1ccc(S(=O)(=O)NCCc2ccncc2)cc1	6	-3	-29	2	65	30	13	88*	-7	-5	-12
Cc1ccccc1CS(=O)(=O)CCC(=O)NCc1ccccn1	23	4	11	1	5	1	-3	1	0	.	1
COc1ccc(-c2cn(-c3ccc(SC(F)F)cc3)c3[n+]2CCC3)cc1OC	-4	-3	-2	0	2	-18	6	13	1	-9	-3
COc1ccccc1-c1cc(C(F)(F)F)n2ncc(S(=O)(=O)c3ccccc3)c2n1	5	2	-17	-2	7	-10	12	5	22	-8	-3
Cc1ccccc1NC(=O)CSc1nc(O)cc(=O)n1C	14	1	-2	-1	-4	6	5	-22	14	-6	-2
Cc1cc(F)ccc1-c1cc(C(=O)NCc2ccco2)[nH]n1	-117	10	2	.	-26	-4	.	-9	-76	-11	-8
S=C(N/N=C1\CCc2ccccc21)NC1CCCCC1	-41	7	-3	-1	12	15	2	-13	-21	-5	-6
Cc1cc(F)ccc1S(=O)(=O)N(C(=O)c1ccncc1)c1ccc(OC(=O)c2ccncc2)cc1	6	0	3	2	1	49	8	-17	20	-6	1
O=C1c2ccccc2C(Nc2ccc(-c3nc4ccccc4[nH]3)cc2)N1Cc1ccco1 (stereo not drawn)	-43	.	-18	1	67	-14	.	-7	-52	-6	-5
COc1ccc(OC(C)C(=O)N2CCOCC2)cc1 (stereo not drawn)	18	10	4	1	-6	-1	-2	-7	9	-5	-11
COc1cc(C(=O)COC(=O)c2ccc([N+](=O)[O-])o2)cc(OC)c1OC	-8	2	12	.	1	4	16	15	4	-6	0
O=C(Nc1ccc(S(=O)(=O)N2CCCC2)cc1)c1cccnc1Cl	2	8	-3	0	9	-17	2	12	9	-4	16
C=C(C)COc1ccc(-c2ncncc2-c2ccc(Cl)cc2)c(O)c1	8	-4	0	4	-5	-14	9	-2	8	-13	8
O=C1NC(Cc2ccc(O)cc2)c2nc3ccc(Br)cc3c(=O)n2-c2cc3ccccc3cc21 (stereo not drawn)	-28	10	.	.	29	22	.	-29	47	-1	-16

Later entries.
SMILES	HIF-2a inh	PDI turbidity	Vif inh	NR2E3 ag-1	Shn3 inh set2	CF NFkB inh	MITF TRPM1 inh	NR2E3 ag-2	Peg3 prom inh	CaV13 ICDI inh	KKLEB cytotox
CCC(=O)NNc1cc(=O)c2c(=O)n(C)c(=O)n(C)c2[nH]1	20	0	10	-3	-12	-2	11	2	5	.	1
CCCC(=O)Nc1ccccc1-c1nnn(CC(=O)Nc2ccc(OCC)cc2)n1	4	0	-11	0	38	-12	14	-6	20	-5	5
COc1ccc(C(=O)NNC(=S)NC(=O)c2ccc(OC)cc2)cc1	19	-11	7	-3	-23	2	15	-6	19	-2	0
COc1cc2c(cc1OC)C(Cc1ccc(O)cc1)N(C)CC2 (stereo not drawn)	19	3	1	-4	-30	-22	-4	-22	12	-5	0
COc1ccc([C@H]2C(C(=O)O)=C[C@@H](C(C)(C)C)N2S(=O)(=O)c2ccccc2)cc1	5	-5	.	.	-14	1	-8	-40	-1	-4	7
CC1=NNC(=O)C1C(c1ccc(F)cc1)C(C#N)C#N (stereo not drawn)	29	0	-11	0	1	0	-1	-8	13	.	-1
Cc1cccc(OCC(O)Cn2c(N3CCCCC3)nc3c2c(=O)[nH]c(=O)n3C)c1 (stereo not drawn)	-3	2	1	.	4	3	2	11	11	-7	3
Cc1ccc(NC(=O)CCc2ccc(C)o2)c(C)c1	-5	6	3	3	0	6	7	-15	7	-3	6
Cc1ccc2cc(CN(C(=O)c3ccncc3)C(C)C)c(=O)[nH]c2c1	20	8	.	0	-7	16	-4	2	17	.	8
O=C(COC(=O)/C=C/c1cccc(Br)c1)NCc1ccco1	-2	-3	2	2	-13	-19	0	28	1	-7	2

Complete entries as entered above. Values in the order: HIF-2a inh	PDI turbidity	Vif inh	NR2E3 ag-1	Shn3 inh set2	CF NFkB inh	MITF TRPM1 inh	NR2E3 ag-2	Peg3 prom inh	CaV13 ICDI inh	KKLEB cytotox
Cc1cc(C)c(OCC(=O)Nc2ccc(NC(=O)c3ccco3)cc2)c([N+](=O)[O-])c1 in the list: 1	17	-3	0	12	6	-6	-6	28	-15	4
N#Cc1c(-c2ccc(Cl)cc2)cc(-c2cccs2)nc1SCC(=O)O in the list: 14	13	-13	3	-4	-7	13	25	24	-3	6

The list continues:
SMILES	HIF-2a inh	PDI turbidity	Vif inh	NR2E3 ag-1	Shn3 inh set2	CF NFkB inh	MITF TRPM1 inh	NR2E3 ag-2	Peg3 prom inh	CaV13 ICDI inh	KKLEB cytotox
COCCNC(=S)N(C)[C@H]1C[C@H]2c3cc(-c4ccccc4)ccc3CCN2C(=O)[C@H]1[C@H](C)O	1	2	-4	.	-6	-3	.	-23	-2	-4	2
O=C(N/N=C/c1sc(N2CCOCC2)nc1-c1ccccc1)c1ccccc1O	-7	9	-9	0	30	-19	6	-21	38	-4	12
CCOc1ccc(-c2nc(N)ncc2Oc2ccc(OC)cc2)c(O)c1	5	-6	-7	0	-56	23	-5	-17	7	-7	-15
CCOc1ccc(NC(=O)N(C2CCCC2)C2CCN(C(C)=O)CC2)cc1	4	11	5	4	-16	-2	-8	-11	-9	2	4

Screening data deposited in PubChem BioAssay by several laboratories.
